# From PubChem
# Gli-Sufu block = Gli-Sufu pathway antagonists, primary screen, luciferase luminescence, Sufu-KO-LIGHT cells, uHTS | 340,000 compounds, 0.74% hits | AID 588413, 2011 | Sufu-KO-LIGHT fibroblasts, Gli luciferase reporter luminescence | inhibition, % at 5 µM;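 active means inhibition above about 55%, limit read from the data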;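 further: 0% = DMSO-treated cells and 100% = wells with medium but no cells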
# UBC13 polyUb = UBC13 polyubiquitin chain formation inhibitors, primary screen, biochemical, TR-FRET, uHTS. Ubiquitin-conjugating enzyme E2 N (Homo sapiens), P61088. inhibition, % at 20 µM. AID 485273, 2010. 330,000 compounds, 0.47% hits; in the data active means inhibition above about 45%, passing the limit was not always enough
# Target sequence (P61088 whole entry, looked up): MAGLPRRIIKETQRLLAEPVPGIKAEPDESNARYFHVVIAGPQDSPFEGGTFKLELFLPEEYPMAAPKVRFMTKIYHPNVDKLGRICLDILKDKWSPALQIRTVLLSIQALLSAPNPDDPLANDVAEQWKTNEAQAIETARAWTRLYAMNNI
# APJ antagonist = antagonists of human apelin receptor APJ, primary screen, CHO-K1 cells, beta-arrestin complementation, luminescence. inhibition, % at 20 µM. P35414. 330,000 compounds, 0.32% hits;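 active means inhibition above about 40% at 20 µM, limit read from the data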;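 further: cells challenged with 10 nM apelin-13 agonist together with compound; plate controls were apelin-13 plus DMSO wells for no effect and DMSO wells lacking apelin-13 for full effect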
# APJ ag = agonists of human apelin receptor APJ, primary screen, CHO-K1 cells, PathHunter beta-arrestin, luminescence. P35414. 0% DMSO wells, 100% apelin. activation, % at 20 µM. 330,000 compounds, 0.11% hits. AID 2520, 2010;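 active means activation more than six SD over the plate average, tested at 20 µM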;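 further: 0% = DMSO alone and 100% = apelin-13 at 10 nM; some results filed as inactive read as strong as hits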
#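 Assay system: CHO-K1 cells stably expressing ProLink-tagged human APJ and arrestin–beta-gal acceptor. Compound dosing: 20 µM single point, 1% DMSO. Times: 16-18 h seeding, 90 min dark compound exposure, 60 min detection. Detection: beta-gal luminescence. Evaluation: APJ–arrestin association signal. Controls: negative DMSO alone, positive Apelin-13 at 10 nM.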
# EBI2 antag = EBI2 receptor antagonists, beta-arrestin recruitment, primary screen, cell-based, luminescence, 7a,25-OHC stimulation, uHTS | 360,000 compounds, 0.81% hits | inhibition, % at 5 µM | 7a,25-OHC stimulated | G-protein coupled receptor 183 (Homo sapiens), P32249 | AID 651636, 2012; in the data active means inhibition above about 38%;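 further: enzyme fragment complementation signal reports receptor beta-arrestin coupling in cells; 0% = agonist plus DMSO wells and 100% = wells without agonist; some results beyond the cut were filed as inactive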
# Target sequence (P32249 whole entry, looked up, the tested form may be a part): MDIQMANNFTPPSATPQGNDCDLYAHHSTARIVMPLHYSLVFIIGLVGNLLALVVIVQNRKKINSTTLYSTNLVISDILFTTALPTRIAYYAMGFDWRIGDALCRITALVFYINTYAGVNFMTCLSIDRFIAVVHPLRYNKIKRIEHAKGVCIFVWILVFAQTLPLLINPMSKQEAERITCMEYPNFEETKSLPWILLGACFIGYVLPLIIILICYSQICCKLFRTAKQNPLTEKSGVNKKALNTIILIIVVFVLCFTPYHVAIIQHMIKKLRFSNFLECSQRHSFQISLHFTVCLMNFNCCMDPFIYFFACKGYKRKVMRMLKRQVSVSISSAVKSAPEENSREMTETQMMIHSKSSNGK
# CCR6 antag = CCR6 receptor antagonists, primary screen, cell-based, CHO-K1, luminescence, beta-arrestin, uHTS. CHO-K1 CCR6 PathHunter beta-arrestin, CCL20-stimulated. C-C chemokine receptor type 6 (Homo sapiens), P51684. inhibition, % at 20 µM. 340,000 compounds, 0.49% hits;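 active means compounds whose inhibition of the agonist-driven luminescence signal at 20 µM reaches about 50%, limit read from the data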;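 further: cells stimulated with CCL20 at 14 nM final; plate controls were DMSO with CCL20 for no effect and DMSO without agonist for full effect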
# CXCR6 block = CXCR6 receptor inhibitors, primary screen, cell-based, beta-arrestin, luminescence, CHO-K1 PathHunter, 1536-well | C-X-C chemokine receptor type 6 (Homo sapiens), O00574 | inhibition, % at 20 µM | 360,000 compounds, 0.36% hits; in the data active means inhibition above about 34%, passing the limit was not always enough;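 further: antagonist mode with CXCL16 agonist at 10 nM final; 0% = 10 nM CXCL16 with DMSO and 100% = unstimulated wells without agonist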
# ATG4B inh = ATG4B protease inhibitors, primary screen, biochemical, fluorescence, uHTS; Cysteine protease ATG4B (Homo sapiens), Q9Y4P1; inhibition, % at 8.33 µM; ATG4B cleavage of LC3-PLA2, NBD-HPC fluorescence, 1 h; 340,000 compounds, 0.51% hits; in the data active means inhibition above about 40%
# Target sequence (Q9Y4P1 whole entry, looked up): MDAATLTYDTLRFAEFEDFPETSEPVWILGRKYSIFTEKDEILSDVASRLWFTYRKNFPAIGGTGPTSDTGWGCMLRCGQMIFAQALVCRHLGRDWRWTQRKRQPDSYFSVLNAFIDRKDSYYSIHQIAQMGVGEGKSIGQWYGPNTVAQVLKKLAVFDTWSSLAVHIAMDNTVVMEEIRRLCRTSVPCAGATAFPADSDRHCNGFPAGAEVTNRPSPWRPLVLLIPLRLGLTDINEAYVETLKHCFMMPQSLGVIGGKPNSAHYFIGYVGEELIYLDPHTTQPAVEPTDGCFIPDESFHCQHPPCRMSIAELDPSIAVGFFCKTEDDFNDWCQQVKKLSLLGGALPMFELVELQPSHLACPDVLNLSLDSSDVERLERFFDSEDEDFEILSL
# Active calls of the source: *; . = no result given.
SMILES,Gli-Sufu block,UBC13 polyUb,APJ antagonist,APJ ag,EBI2 antag,CCR6 antag,CXCR6 block,ATG4B inh
O=C(COC(=O)CCc1nc2ccccc2s1)Nc1ncc(Cl)cc1Cl,4,25,8,-1,-1,3,-9,2
Cc1ccccc1C(=O)N(C)c1ccccc1C(=O)NCc1ccccc1,10,-1,29,-2,-2,10,0,1
CCOc1cc(CNCc2cccs2)cc(Br)c1OC,28,5,-4,-5,10,2,3,12
O=c1cc(CSCc2ccc(Cl)cc2)[nH]c(=O)[nH]1,1,3,-4,-5,10,11,-9,-1
c1ccc(-c2cc3cc4c(cc3cn2)OCO4)cc1,-100,17,1,5,7,0,-26,-5
O=C(NCc1ccc(F)cc1)c1ccc(NC(=O)C2CCCO2)cc1 (stereo not drawn),14,6,1,-1,4,3,-14,-1
CC(=O)Oc1ccc(C(=O)Nc2cc(NC(=O)c3ccc(OC(C)=O)cc3)cc(C(=O)NC(C)(C)C)c2)cc1,-3,-14,-2,8,0,-5,-2,-15
COc1ccc(-c2nnc(COc3ccc4ccccc4c3)o2)cc1OC,5,-12,12,-3,13,-14,-1,-10
CSc1ccc(CN(C)C(C)C(=O)NCc2ccccc2)cc1 (stereo not drawn),3,5,5,-2,5,11,-3,-1
Cc1cnc(C(=O)OCC(=O)Nc2cc(Cl)cc(Cl)c2)cn1,-12,-1,-16,-5,-9,14,-8,4

# Seven compounds picked at random from those above, as already listed:
SMILES,Gli-Sufu block,UBC13 polyUb,APJ antagonist,APJ ag,EBI2 antag,CCR6 antag,CXCR6 block,ATG4B inh
O=c1cc(CSCc2ccc(Cl)cc2)[nH]c(=O)[nH]1,1,3,-4,-5,10,11,-9,-1
c1ccc(-c2cc3cc4c(cc3cn2)OCO4)cc1,-100,17,1,5,7,0,-26,-5
CC(=O)Oc1ccc(C(=O)Nc2cc(NC(=O)c3ccc(OC(C)=O)cc3)cc(C(=O)NC(C)(C)C)c2)cc1,-3,-14,-2,8,0,-5,-2,-15
CSc1ccc(CN(C)C(C)C(=O)NCc2ccccc2)cc1 (stereo not drawn),3,5,5,-2,5,11,-3,-1
CCOc1cc(CNCc2cccs2)cc(Br)c1OC,28,5,-4,-5,10,2,3,12
O=C(NCc1ccc(F)cc1)c1ccc(NC(=O)C2CCCO2)cc1 (stereo not drawn),14,6,1,-1,4,3,-14,-1
Cc1cnc(C(=O)OCC(=O)Nc2cc(Cl)cc(Cl)c2)cn1,-12,-1,-16,-5,-9,14,-8,4

# (listing goes on)
SMILES,Gli-Sufu block,UBC13 polyUb,APJ antagonist,APJ ag,EBI2 antag,CCR6 antag,CXCR6 block,ATG4B inh
O=C(c1ccc(-c2ccccc2)cc1)N1CCN(c2nc3ccccc3o2)CC1,2,.,.,.,8,7,-2,-4
Cc1nn2cc(-c3ccc(-c4ccccc4)cc3)nc2s1,-8,-1,7,-4,16,5,-3,-4
COc1n[nH]c2nncnc12,-3,5,6,-2,6,-8,8,-6
CCOc1ccc(-c2nnn(CC(=O)N3CCCC3)n2)cc1OCC,-4,4,7,1,-10,2,1,-9
CC1CCN(Cc2csc(N)n2)CC1,-32,2,-29,-3,-4,-11,-1,1
COC(=O)c1cc(Br)ccc1NC(=O)Nc1ccc(C)cc1,11,4,35,-5,12,39,29,-19
CCCCCc1cccnc1,3,-7,-1,-2,-1,1,-7,3
COCCn1cnnc1SCC(=O)Nc1sccc1C(N)=O,2,13,7,-4,-6,1,0,-5
CCn1nc(C)cc1C(=O)NC1CC(C)(C)Cc2c1cnn2-c1cccc(F)c1 (stereo not drawn),12,-6,2,-3,10,8,-5,-3
COc1ccc(/C=N/NC(=O)C(=O)Nc2ccccn2)cc1OC,14,-14,2,-6,-7,8,-4,-4
COc1ccc(S(=O)(=O)N2CCC(O)(c3ccc(Cl)cc3)CC2)cc1OC,2,6,-6,-4,5,0,-2,-5
Cc1c(C)c2c(OCC(=O)N3CCC(C(N)=O)CC3)cc3c(c2oc1=O)CCC(C)(C)O3,2,19,-46,1,-1,6,-3,-23
CCOC(=O)c1sc(NC(=O)CNC(=O)Cn2cnc3sc(C)c(C)c3c2=O)nc1C,-18,-15,15,-4,-9,7,10,3
CC1(c2ccccc2Cl)NC(=O)N(CC(=O)Nc2ccc(N3CCOCC3)cc2)C1=O (stereo not drawn),2,14,2,1,4,1,6,-4
CCn1cc(/C=N/NC(=O)c2ccc3c(c2)OCO3)cn1,-4,-11,4,-3,-11,-8,-17,5
CC(=O)c1cn(CCC(C)C)c(=O)[nH]c1=O,-12,7,18,0,-7,11,-5,-4
C=CCn1c(SCc2cc(=O)n3ccsc3n2)nnc1C1CCCCC1,4,-2,-14,2,-7,8,1,9
CC(C)Oc1ccc(C(=O)NC2CCN(Cc3ccccc3)CC2)cc1,19,-1,13,-4,-6,5,2,-2
CC1CCN(S(=O)(=O)c2ccc(C(=O)Nc3ccccn3)cc2)CC1,-19,-1,-4,-3,-13,17,5,-2
NC(=O)Cn1cnc2nc3n(c2c1=O)CCC3,3,-16,-8,-3,3,-10,-2,-8

# The last five records of the part before lead into the next.
SMILES,Gli-Sufu block,UBC13 polyUb,APJ antagonist,APJ ag,EBI2 antag,CCR6 antag,CXCR6 block,ATG4B inh
CC(=O)c1cn(CCC(C)C)c(=O)[nH]c1=O,-12,7,18,0,-7,11,-5,-4
C=CCn1c(SCc2cc(=O)n3ccsc3n2)nnc1C1CCCCC1,4,-2,-14,2,-7,8,1,9
CC(C)Oc1ccc(C(=O)NC2CCN(Cc3ccccc3)CC2)cc1,19,-1,13,-4,-6,5,2,-2
CC1CCN(S(=O)(=O)c2ccc(C(=O)Nc3ccccn3)cc2)CC1,-19,-1,-4,-3,-13,17,5,-2
NC(=O)Cn1cnc2nc3n(c2c1=O)CCC3,3,-16,-8,-3,3,-10,-2,-8
COCCN(C(=O)CSc1nc(-c2ccccc2)cn1N)c1c(N)n(Cc2ccccc2)c(=O)[nH]c1=O,-13,-1,-43,5,-13,6,3,-13
O=C1CC(N2CCN(C(c3ccccc3)c3ccccc3)CC2)C(=O)N1Cc1ccc(N2CCCC2=O)cc1 (stereo not drawn),12,-3,7,-1,5,-9,4,-11
COc1cc(C=C2C(=O)c3ccccc3C2=O)cc(OC)c1OC,-6,-8,17,-2,-10,7,20,-1
CCC(=O)Nc1ccc(C(=O)OCc2ccc(Cl)c(Cl)c2)cc1,-4,-9,-5,1,12,-1,-6,0
CCOC(=O)C1CCN(C(=O)CN(C)S(=O)(=O)c2ccc3c(c2)c(=O)n(C)c(=O)n3C)CC1,-5,-6,0,1,-21,8,10,-6
CC1(C)CC(=O)C2=C(C1)OC(N)=C(C#N)C21CCC2(CC1)OCCO2,-4,-3,13,1,-29,-8,5,-8
CCc1ccc(C(=O)NCC2(c3ccccc3)CCOCC2)o1,-15,.,.,.,-5,-4,-3,-1
CN(Cc1ccccn1)C(=O)CC1C(=O)NCCN1Cc1cccc(Oc2ccccc2)c1 (stereo not drawn),2,9,13,-3,6,15,3,2
COc1ccc(S(=O)(=O)N2CCOCC2)cc1NC(=O)COC(=O)c1[nH]c(C)c(C(C)=O)c1C,5,-8,5,4,-2,6,-1,-5
Cc1c(S(=O)(=O)N2CCN(c3ccc(F)cc3)CC2)c(=O)n(C)c(=O)n1C,3,-8,8,-2,2,1,2,4
COc1ccc(NC(=O)c2cc(S(=O)(=O)N3CCc4ccccc43)cn2C)cc1OC,0,4,0,1,24,12,0,-11
COc1cc(OC)cc(C(=O)N2CCN(C(=O)c3cccs3)CC2)c1,10,1,-10,-3,6,8,1,-6
Cc1ccc(C(=O)Nc2cccnc2Oc2ccc(Cl)cc2)cc1,36,3,-5,0,-18,17,1,3
O=C(NC(C(=O)c1ccccc1)n1cnccc1=O)c1ccccc1 (stereo not drawn),-10,2,10,0,-1,4,-1,1
COc1cc(/C=C/C(=O)O)cc(S(=O)(=O)Nc2ccc3c(c2)OCO3)c1OC,17,-20,-13,-2,1,-5,-5,-13
O=C(CN1C(=O)c2ccccc2C1=O)Nc1ccc(S(=O)(=O)N2CCOCC2)cc1,-1,7,12,-2,-4,12,6,-11
O=C(NCCCN1CCCC1=O)NC12CC3CC(CC(C3)C1)C2,3,4,8,2,-7,-9,-11,-6
COc1ccc(OC)c(Cc2nnc(CCC(=O)NC3C4CC5CC(C4)CC3C5)o2)c1 (stereo not drawn),-11,1,13,0,3,16,-4,-4
Cc1nc2nc(NC(=O)c3ccco3)nn2c(C)c1Cl,-33,12,-4,-5,0,0,-8,-2
COC(=O)C(C)N(C(=O)c1cccc(Cl)c1)c1c(C)cccc1C (stereo not drawn),3,-2,14,-5,12,6,8,-2
O=C1Cc2ccccc2C(c2ccccc2)N1 (stereo not drawn),0,1,13,0,-15,-10,4,8
CC1CCC(NC(=O)C2CCN(c3c4c(nc5ncnn35)CCC4)CC2)CC1 (stereo not drawn),39,8,15,1,5,12,0,-4
COc1ccc(OC)c(S(=O)(=O)N2CCCCC2C(=O)O)c1 (stereo not drawn),1,4,6,2,-2,16,-3,3
CC(C)NS(=O)(=O)c1ccc(CCC(=O)NCc2cccnc2)cc1,3,-10,-6,5,9,6,-5,-6
COc1ccc(NC(=O)CN(C)C(=O)C2CC(=O)N(CCc3ccc(OC)c(OC)c3)C2)cc1 (stereo not drawn),-6,.,.,.,-3,5,-11,-8
Cc1ccc(CNc2ccc3c(c2)OCO3)cc1,4,.,.,.,15,7,5,6
C/C=C\C=C\C(=O)Nc1cccc(C2=NOC3(C2)C[C@@H](C(N)=O)N(C(=O)C(c2ccccc2)c2ccccc2)C3)c1 (stereo partly drawn),4,-25,-24,6,6,8,-10,21
Cc1ccc(S(=O)(=O)NCC(=O)N(CC(=O)NC2CCCCC2)Cc2ccco2)cc1,9,-3,6,5,-11,-4,-8,-2
O=C(CNC(=O)c1nc[nH]c1C(=O)NCC(=O)OCc1ccccc1)OCc1ccccc1,-16,12,1,1,-28,-5,2,-4
CC(NC(=O)C(c1ccccc1)c1ccccc1)C(=O)O (stereo not drawn),-4,4,6,1,-10,-8,3,1
Cc1csc(SCC(=O)Nc2nnc(C)s2)n1,-5,-2,9,-4,3,3,1,-17
CCOC(=O)c1ccc(NS(=O)(=O)c2cnc[nH]2)cc1,-18,-4,10,-2,-6,15,-3,-15
